Screening data as filed in PubChem BioAssay.
SNCA expr inhib – Primary qHTS assay for inhibitors of alpha-synuclein gene (SNCA) expression. HEK-293 SNCA-luciferase knock-in, luminescence, 24 h. Potency, µM (top dose mostly 57.2 µM), for the others: top-dose activity change, negative = inhibition, actives largely listed as inhibitors. 140,000 tested, 0.17% active. AID 1671194, 2021;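 also: potency is read from the fitted curve at half-maximal effect; plate controls were DMSO cells for no effect and cell-free wells for full effect; nearly all actives have a fitted effect of over 45% in size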
NIH3T3 tox – Cytotoxic Profiling in NIH 3T3 Cell Line of Diverse Libraries Using Quantitative High-Throughput Screening. NIH 3T3 viability, CellTiter-Glo ATP luminescence, 48-72 h. Potency, µM (highest dose often 96.7 µM), for the others: top-dose activity change, negative = cytotoxicity, actives largely listed as inhibitors. 94,000 tested, 4.3% active. AID 1345082, 2018; also: potency is read from the fitted curve at half-maximal effect; nearly all actives have a fitted effect of over 55% in size
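Cytotoxicity was measured by CellTiter-Glo ATP luminescence after 48 or 72 h compound exposure at 37 °C. Mouse NIH 3T3 fibroblasts were seeded at 400 cells/well and dosed by 23 nL pin transfer.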
HEK cytotox – Cytotoxic Profiling in HEK 293 Cell Line of Diverse Libraries Using Quantitative High-Throughput Screening; HEK 293 viability, ATP luminescence (CellTiter-Glo), 48-72 h; Potency, µM (doses to about 115 µM), without a hit: at the top dose activity change, negative = cytotoxicity, actives largely listed as inhibitors; 94,000 tested, 6.6% active; AID 1345083, 2018; also: potency is read from the fitted curve at half-maximal effect; nearly all actives have a fitted effect of over 60% in size
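HEK 293 cells at 250 cells/well were exposed to compounds by pintool transfer for 48 or 72 hr at 37 degree Celsius, 5% CO2. Viability was read as ATP-coupled luminescence with CellTiter-Glo after 10 min at room temperature.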
FLuc inh – Firefly luciferase inhibition profiling of diverse chemical library using quantitative high-throughput screening; Luciferin 4-monooxygenase (Photinus pyralis), P08659; purified P. pyralis luciferase, luminescence, biochemical; Potency, µM (highest dose often 115 µM), for inactives: top-dose activity change, negative = inhibition, usual class: inhibitors; 76,000 tested, 2.5% active; also: potency is read from the fitted curve at half-maximal effect; nearly all actives have a fitted effect of over 65% in size
Target sequence (P08659 whole entry, looked up): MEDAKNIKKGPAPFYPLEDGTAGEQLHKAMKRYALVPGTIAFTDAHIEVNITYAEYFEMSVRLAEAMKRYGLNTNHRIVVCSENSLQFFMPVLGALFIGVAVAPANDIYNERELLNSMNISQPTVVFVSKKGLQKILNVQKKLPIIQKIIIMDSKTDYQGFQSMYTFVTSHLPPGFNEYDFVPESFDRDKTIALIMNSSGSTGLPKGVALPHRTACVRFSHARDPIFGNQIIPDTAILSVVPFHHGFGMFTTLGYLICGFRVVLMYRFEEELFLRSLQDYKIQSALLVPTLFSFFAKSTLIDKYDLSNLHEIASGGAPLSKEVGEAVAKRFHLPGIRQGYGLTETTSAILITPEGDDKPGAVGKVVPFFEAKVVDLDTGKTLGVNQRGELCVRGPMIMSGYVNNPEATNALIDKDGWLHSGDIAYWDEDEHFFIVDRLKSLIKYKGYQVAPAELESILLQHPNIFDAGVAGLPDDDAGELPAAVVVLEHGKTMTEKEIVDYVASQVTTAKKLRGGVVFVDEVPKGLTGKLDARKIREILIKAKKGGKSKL
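Purified P. pyralis luciferase (10nM final) in 50mM Tris acetate pH 7.5, 10mM Mg acetate, 0.01% Tween-20, 0.05% BSA with 10uM D-luciferin and 10uM ATP. Compounds titrated qHTS. Luminescence imaged on CCD.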
HEK293 viab – GF-AFC viability counterscreen for inhibitors of alpha-synuclein gene (SNCA) expression | HEK-293-SNCA-luc viability, GF-AFC fluorescence, 24 h | Potency, µM (top dose mostly 57.1 µM), without a hit: at the highest dose activity change, negative = cytotoxicity, most hits filed as cytotoxic | 150,000 tested, 0.12% active;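 also: potency is read from the fitted curve at half-maximal effect; 0% = DMSO-treated cells and -100% = medium-only wells without cells; nearly all actives have a fitted effect of over 30% in size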
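HEK-293-SNCA-luc cells (1500/well) plated 24 h, then exposed 24 h to a dilution series; GF-AFC added 30 min at 37C, fluorescence 405/540 nm; normalised to medium-only and DMSO wells, Hill fit.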
IP6K1 inh – Primary qHTS assay for small molecule inhibitors of Inositol hexaphosphate kinase 1 (IP6K1) | Inositol hexakisphosphate kinase 1 (Homo sapiens), Q92551 | 140,000 tested, 0.81% active | IP6K1 kinase, ADP-Glo luminescence, 2 h; stronger effect = lower value | AID 1645851, 2021 | activity change, % (series mostly up to about 58 µM); in the data active = activity change below about -25%
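ADP-Glo luminescence measures ADP made by human IP6K1 during a 2 h RT reaction with ATP/IP6 (mix at 1.3 mM/130 uM); top library doses 57.5 and 19.1 uM final.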
GPT2 inh – Primary qHTS assay for inhibitors of Glutamate pyruvate transaminase 2 (GPT2). Recombinant GPT2, coupled pyruvate oxidase/HRP Amplex Red fluorescence. 100,000 tested, 0.25% active. Alanine aminotransferase 2 (Homo sapiens), Q8TD30. AID 1671188, 2021. Potency, µM (series often up to 57.7 µM), inactives show at the top dose activity change, negative = inhibition, hits mostly inhibitors; also: potency is read from the fitted curve at half-maximal effect; nearly all actives have a fitted effect of over 60% in size; many of its hits are not listed in these tables
Target sequence (Q8TD30 whole entry, looked up): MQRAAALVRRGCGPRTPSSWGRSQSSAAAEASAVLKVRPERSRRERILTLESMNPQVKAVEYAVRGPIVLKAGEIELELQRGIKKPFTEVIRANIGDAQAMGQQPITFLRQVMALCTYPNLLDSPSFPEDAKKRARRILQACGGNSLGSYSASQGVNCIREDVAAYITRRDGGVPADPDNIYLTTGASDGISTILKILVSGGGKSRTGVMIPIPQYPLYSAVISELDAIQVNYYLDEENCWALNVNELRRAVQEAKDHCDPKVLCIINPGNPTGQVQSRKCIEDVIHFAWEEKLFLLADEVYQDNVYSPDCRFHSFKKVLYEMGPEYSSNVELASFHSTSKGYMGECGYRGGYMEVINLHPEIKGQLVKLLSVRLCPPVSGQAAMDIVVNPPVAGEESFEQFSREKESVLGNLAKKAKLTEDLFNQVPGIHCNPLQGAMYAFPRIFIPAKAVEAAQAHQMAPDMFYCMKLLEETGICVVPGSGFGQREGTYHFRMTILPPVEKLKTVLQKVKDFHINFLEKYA
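Fluorescence of coupled pyruvate oxidase/HRP/Amplex Red system (50uM Amplex, 30 min, dark) reports pyruvate formed by GPT2. Enzyme reaction: 10ng/uL GPT2, 2mM L-alanine, 250uM a-KG, 30 min room temperature, pH 7.5; 50uM AOA control.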
Starred values were filed as active, the others as inactive; i = inactive; ? = inconclusive; . = not tested or not shown; & = joins results of further samples; [ ] = remark or other dose. Unless noted, calls follow the shape of the dose curve; as a rule, active = well fitted curve in the direction sought with a large enough effect; inconclusive = small, poorly fitted or top-dose-only effect, or another doubt; inactive = no such curve, though single readings can be large; an effect the other way counts as inactive or inconclusive. Unless noted, % is scaled to controls: 0 for no effect and ±100 for the full control effect. These rows are one share of the data. The share of hits here may be higher or lower than overall.

compound | FLuc inh | HEK293 viab | GPT2 inh | HEK cytotox | SNCA expr inhib | IP6K1 inh | NIH3T3 tox
COc1ccccc1C(=O)N1CCN(CCCn2nc3n(c2=O)CCCC3)CC1 | . | . | . | -28% | . | 1 | -21%
O=S(=O)(c1ccc(Cl)cc1)c1nc(-c2cccs2)oc1SCc1ccccc1F | . | 4% | . | . | 41%[activator] | -13 | .
C[S+](=O)([O-])N1CCC2(CC1)C(=O)NN=C2C1CC1 | -1%[172 µM] | 5%[87.6 µM] | i | i | -6%[87.6 µM] | 0 | 4%[138 µM]
CC(=O)c1ccc(NC(=O)CSc2ccc3nc(-c4ccccc4)cn3n2)cc1 | . | -12% | . | . | 141%[activator] | -2 | .
OCC1(Cc2ccccc2)CCCN(Cc2cn[nH]c2-c2ccc(F)cc2)C1 (stereo not given) | 0% | 7% | 1% | ? | ? | 0 | -29%
CN1CCCC2(Cc3ccccc3CN(C(=O)c3ccccc3)C2)C1 (stereo not given) | . | 2% | i | -13% | -7% | 12 | -14%
CC(=O)c1ccc(NC(c2ccc(F)cc2)c2nnc(-c3ccccc3)o2)cc1 (stereo not given) | . | -5% | . | . | 78%[activator] | -5 | .
CS(=O)(=O)N1CCN(C2CCNCC2)C(=O)C1 | . | 1% | -9% | 5% | 5% | 11 | i
O=C(C1CCCN(C(=O)C2CCCC2)C1)N1CCC(N2CCCC2=O)CC1 (stereo not given) | . | -2% | 1% | -6% | 24% | 12 | 1%
COc1ccc(OC)c(NC(=O)Cn2c(-c3ccc(F)cc3)nc(C)cc2=O)c1 | 9% | -18% | 3% | ? | -11% | -10 | -12%
CN(C)Cc1nnc(C2CC(NC(=O)Cc3c(F)cccc3Cl)C2)n1C (stereo not given) | -6%&4% | 0%&1% | 5% | -25%&-3% | 1%&-21% | -1&-4 | ?
CC(C)NC(=O)c1nc(-c2cccc(F)c2)c2cnccn12 | -10%[172 µM] | ? | 5%[88.5 µM] | -3%[172 µM] | -12%[87.6 µM] | 13 | -26%[138 µM]
COc1cccc(-c2ccc3ncn(-c4ccc(F)cc4F)c(=O)c3n2)c1OC | ? | -8%[87.6 µM] | -9%[88.5 µM] | ? | 12%[87.6 µM] | 6 | ?
Cc1csc(NC(=O)[C@@H]2C[C@H](c3ccc(F)cc3)N(Cc3ccccc3Cl)C2)n1 | -25%[172 µM] | ? | -2%[88.5 µM] | ? | -19%[87.6 µM] | 8 | ?
CN(C(=O)c1cccn1C)C1CCc2nn(C)c(=O)n2CC1 (stereo not given) | 1% | 1% | 4% | -3% | -5% | -12 | -4%
CCC(=O)N1CCc2cc(Br)cc(S(=O)(=O)CCC(=O)NCCc3ccc(C)cc3)c21 | . | 20% | . | . | -21% | 13 | .
CCOc1ccc(NCc2cccn2-c2nnc(N3CCC(C(=O)NCc4ccc(C)cc4)CC3)s2)cc1 | . | 3% | . | . | -8% | -13 | .
CC(c1cccs1)N(C)C(=O)Cc1ccc(F)cc1 (stereo not given) | 8%[172 µM] | -13%[87.6 µM] | -5%[88.5 µM] | ? | 9%[87.6 µM] | -11 | -15%[138 µM]
Cc1c(C(=O)Nc2ccc(C(=O)O)cc2)nnn1-c1ccccc1 | . | 10% | . | . | -53% | -6 | .
CC1(c2ccccc2)N(Cc2ccccc2C#N)C(=O)OC12CCN(C(=O)c1ccc(F)cc1)CC2 (stereo not given) | -12% | -2% | -13% | ? | 8% | -8 | ?
Cc1ccccc1C(=O)N1CCC(CCC(=O)N2CCN(c3ccccn3)CC2)CC1 | 32µM* | 6% | 0% | ? | 102%[activator] | -2 | -15%
O=C(c1nc(-c2ccc(Cl)cc2Cl)c2ccccn12)N1CCN(c2ncccn2)CC1 | . | 1% | -17% | 40µM* | 11% | -7 | ?
CCc1cccc(C)c1NC(=O)Cn1cccc1-c1nc(-c2ccc(OC)c(F)c2)no1 | 11% | -3% | i | 10% | ? | 4 | i
COc1cccc(CNC(=O)C(NS(=O)(=O)c2cccs2)C(C)C)c1 (stereo not given) | . | -21% | . | . | 4% | 24 | .
COCc1cc(CNc2nccc(-c3ccccn3)n2)[nH]n1 | 8% | 2% | -7% | -10% | 16% | -20 | -14%

Some of the entries so far, with values under each structure:
Order of values: FLuc inh, HEK293 viab, GPT2 inh, HEK cytotox, SNCA expr inhib, IP6K1 inh, NIH3T3 tox
- COc1cccc(-c2ccc3ncn(-c4ccc(F)cc4F)c(=O)c3n2)c1OC
→ ?, -8%[87.6 µM], -9%[88.5 µM], ?, 12%[87.6 µM], 6, ?
- Cc1csc(NC(=O)[C@@H]2C[C@H](c3ccc(F)cc3)N(Cc3ccccc3Cl)C2)n1
→ -25%[172 µM], ?, -2%[88.5 µM], ?, -19%[87.6 µM], 8, ?
- CN(C(=O)c1cccn1C)C1CCc2nn(C)c(=O)n2CC1 (stereo not given)
→ 1%, 1%, 4%, -3%, -5%, -12, -4%
- CCC(=O)N1CCc2cc(Br)cc(S(=O)(=O)CCC(=O)NCCc3ccc(C)cc3)c21
→ ., 20%, ., ., -21%, 13, .
- CCOc1ccc(NCc2cccn2-c2nnc(N3CCC(C(=O)NCc4ccc(C)cc4)CC3)s2)cc1
→ ., 3%, ., ., -8%, -13, .
- CC(c1cccs1)N(C)C(=O)Cc1ccc(F)cc1 (stereo not given)
→ 8%[172 µM], -13%[87.6 µM], -5%[88.5 µM], ?, 9%[87.6 µM], -11, -15%[138 µM]
- Cc1c(C(=O)Nc2ccc(C(=O)O)cc2)nnn1-c1ccccc1
→ ., 10%, ., ., -53%, -6, .
- CC1(c2ccccc2)N(Cc2ccccc2C#N)C(=O)OC12CCN(C(=O)c1ccc(F)cc1)CC2 (stereo not given)
→ -12%, -2%, -13%, ?, 8%, -8, ?

More results.
compound | FLuc inh | HEK293 viab | GPT2 inh | HEK cytotox | SNCA expr inhib | IP6K1 inh | NIH3T3 tox
COc1ccc2c3c1C(c1ccccc1)N(Cc1ccccc1)CC3=CC(C)(C)CO2 (stereo not given) | . | . | . | ? | . | 3 | -20%
Cc1cnc(C2CCOCC2)n1CCNC(=O)C1(c2ccccc2)CCCC1 | 0% | ? | 4% | i | 0% | 12 | i
Cc1ccc(Nc2ccnc(N3CCCN(C(=O)N(C)C)C3)n2)cc1 | . | -6%[12.5 µM] | -7%[88.5 µM] | ? | 45%[activator][87.6 µM] | 15 | ?
CCOC(=O)C1CCCN(C(=O)c2nn(-c3ccc(C)cc3)c(=O)c3c2c2ccccc2n3C)C1 (stereo not given) | . | 11% | . | . | 18% | 17 | .
O[C@H]1CC[C@@H](Cc2cc(COc3ccccc3)on2)O[C@@H]1CNC1CCOCC1 | -5%[172 µM] | 3%[87.6 µM] | i | -6%[172 µM] | -11%[87.6 µM] | -15 | -16%[174 µM]
COc1ccc(NC(=O)c2cccc(N3CCCS3(=O)=O)c2)cc1OC | . | -5% | . | . | 148%[activator] | 19 | .
CCc1ccc(NC(=O)CN2C(=O)CCSc3ccccc32)cc1 | . | 9% | . | . | 1% | -12 | .
O=C(NC1CC1)c1cc2cccnn2n1 | -8%[230 µM] | 4%[87.6 µM] | i | i | -11%[87.6 µM] | -1 | i
Cc1ccc(/C=N/n2c(-c3ccccc3)csc2=S)cc1 | . | -9%[23.9 µM] | 2% | . | -45%[25.6 µM] | 17 | .
COCCNC(=O)[C@@H]1C[C@H](Oc2cccnc2)CN1C(=O)c1ccccn1 | -2% | -7% | i | -6% | -5% | 12 | -9%
CC(=O)/C=C/C1(O)C(C)(C)CC(O)CC1(C)O (stereo not given) | . | -11% | i | . | . | 4 | .
Cc1cc(C)cc(OCCCn2c(CCNC(=O)C3CCCCC3)nc3ccccc32)c1 | . | ? | . | . | -37% | 15 | .
COc1ccc(N(Cc2cc3cccc(C)c3[nH]c2=O)C(=O)c2cccc(Cl)c2)cc1 | . | -20% | . | . | ? | -8 | .
COc1cccc(CN2C(=O)CCCCC2C(=O)N2CCN(c3ncccn3)CC2)c1 (stereo not given) | . | -19% | 1% | 1% | -17% | -6 | -6%
COc1cccc(-c2nnnn2[C@H]2CO[C@H]3[C@@H]2OC[C@@H]3NC(=O)Nc2ccc(Oc3ccccc3)cc2)c1 | 1% | -3% | -1% | i | 29% | -2 | i
O=C(Nc1ccc(Cl)cc1)c1nc2c(o1)CCN(Cc1ccc(F)cc1F)CC2 | -24%[172 µM] | ? | ? | ? | ? | 11 | ?
COc1ccc(C(=O)N2CCCC(c3nn(-c4ccc(OC)cc4)c(=O)[nH]3)C2)cc1 (stereo not given) | -13% | -25% | i | -12% | 2% | 10 | -31%
O=C(C1CC1)N1CCN(Cc2ccccc2)CC(O)C1 (stereo not given) | 9% | 4% | -1% | -2% | -8% | 14 | -2%
COc1ccc(CNC(=O)CCn2nc(C)c3c(C)n(-c4ccccc4)nc3c2=O)cc1OC | . | -2% | . | . | -9% | 27 | .
COC(=O)c1ccc(NC(=O)CC2C(=O)N(c3ccccc3)C(=O)N2Cc2ccco2)cc1 (stereo not given) | . | -8% | . | . | 43%[activator] | 33 | .
CN(C)c1ccc(C(CNS(=O)(=O)c2ccc(Cl)cc2)N2CCCC2)cc1 (stereo not given) | . | -1% | . | . | 4% | -7 | .
CCOC(=O)c1c(C)oc2nc(C)nc(NCC3CCN(Cc4ccc(Cl)cc4)CC3)c12 | . | 4% | . | . | 1% | -5 | .
Cc1cc(CN(C)C2CCCc3ccccc32)no1 (stereo not given) | 6%[172 µM] | 2%[87.6 µM] | i | ? | 7%[87.6 µM] | -8 | -24%[138 µM]
CCOC(=O)[C@@H]1CN(C(=O)CCc2ccccc2)[C@H]2c3ccc(OC)cc3O[C@@H]12 | . | . | . | -29% | . | 0 | ?
COc1ccc(OC)c(NC(=O)Cn2nc3c(cc2=O)CCCCC3)c1 | 0% | 1% | ? | -3% | 15% | 7 | -11%
O=C(CNC(=O)c1ccccc1F)OCc1cc(=O)n2ccsc2n1 | . | 4% | . | . | -25% | 1 | .
CCN(CC)CCNC(=O)COc1ccc(OC)cc1 | . | 45%[23.9 µM] | 5% | . | 27%[25.6 µM] | 16 | .
COc1ccc2ccc(OCc3nc(C(=O)NCc4csc(N)n4)co3)cc2c1 | 6% | -12% | i | ? | -26% | -1 | ?
